NCI-60 one-dose screen, 48 h, at 10 µM unless noted. Numbers give growth in % (100 = growth as untreated, 0 = no growth, -100 = all killed).
HOP-62 = HOP-62 NSCLC | 80,000 tested, 3.9% active
K-562 = K-562 leukemia; 78,000 tested, 7.4% active
MDA-MB-435 = MDA-MB-435 melanoma. 82,000 tested, 7.8% active
RPMI-8226 = RPMI-8226 leukemia cells; 77,000 tested, 7.5% active
MOLT-4 = MOLT-4 leukemia cells. 80,000 tested, 6.9% active
SR = SR leukemia cells; 73,000 tested, 8.7% active; AID 1794780
CCRF-CEM = CCRF-CEM leukemia; AID 1794778; 77,000 tested, 7% active
MDA-MB-468 = MDA-MB-468 breast cancer | 78,000 tested, 8.5% active | AID 2202374
* marks the source's active call; other numbers are inactive results; x = no result given; & = joins results of further samples. How the source made its calls: active means growth percent below 10; inactive means the rest.

SMILES	HOP-62	K-562	MDA-MB-435	RPMI-8226	MOLT-4	SR	CCRF-CEM	MDA-MB-468
O=C1CC[C@@H](C(=O)N[C@H]2CSSC[C@@H](C(=O)NCCc3ccccc3)NC(=O)[C@H](Cc3ccccc3)NC(=O)[C@@H]3CCCN3C(=O)[C@@H]3CCCN3C2=O)N1	55	91	109	108	86	94	69	90
C/C(=N\Nc1nnc(/C=C\c2ccco2)c(=O)[nH]1)C(=O)O	84	103	85	x	105	74	101	x
CC(C)c1ccc2occ(C=C3C(=O)NC(=O)NC3=O)c(=O)c2c1	101	73	105	75	67	73	78	97
Cc1cc(C)c(C)c(Br)c1C	108	106	105	92	115	113	83	114
Cc1ccc(-c2nc(SCC(=O)Nc3nc(-c4ccc(Cl)cc4)cs3)[nH]c(=O)c2C#N)cc1	94	97	107	103	90	x	103	117
O=S(=O)(Nc1ccccc1)C1CCCCC1	101&107	94&98	102&107	106&94	92&83	90&92	105&105	107&110
CCc1nn2c(-c3ccc(OC)c(OC)c3)c(-c3cc(OC)c(OC)c(OC)c3)nc2s1	69	95	62	31	90	47	74	62
COc1cc(Cn2c(-c3ccccc3)cc3c2-c2oncc2CC3)cc(OC)c1OC	39	12	-58*	41	14	8.5*	17	-20*
CNc1nc2c(N)ncnc2n1C1OC(CO)C(O)C1O (centres undefined)	104	99	98	93	105	96	x	107
CCCCNC(=O)c1[nH]cc(-c2ccccc2)c1-c1ccccc1OC	93	79	101	69	86	86	86	90
O=C(O)c1ccc(S(=O)(=O)N(Cl)Cl)cc1	118	124	102	98	112	104	100	103
CC1(C)C2CCC(O)(C(=O)O)C1C2 (centres undefined)	113	108	99	114	115	x	112	106
COCCOc1ccc(C(=O)Nc2ccc(C(N)=O)cc2)cc1	103	83	104	100	94	83	102	98
Cc1nc2ccc(Nc3nc(NCCN)nc(Nc4ccc(F)cc4)n3)cc2n1Cc1ccccc1	79	39	91	54	59	11	48	51
CC(SC(C)C(=O)N/N=C/c1c[nH]c2ccccc12)C(=O)N/N=C\c1c[nH]c2ccccc12 (centres undefined)	101	103	117	97	93	88	88	99
COc1ccc(O)c(/C=C2\SCc3cc4cc(OC)ccc4[o+]c32)c1	105	102	113	104	104	97	101	110
C[N+](C)(C)Cc1ccccc1C(=O)c1ccccc1	105	93	99	98	89	91	95	96
NS(=O)(=O)c1ccc(CCNC(=O)CSc2nc(-c3ccccc3)cc(=O)[nH]2)cc1	106	125	108	105	110	111	114	103
COc1cc(OC)c2c(=O)c3c(CC=C(C)C)cc(OC)c(O)c3oc2c1	89	61	54	82	66	53	77	110
NNC(=O)C(O)(c1ccccc1)c1ccccc1	114	108	111	105	103	x	97	118
Clc1ccc(C2=N[C@H]3CCC[C@@H]3N(c3ccccc3)C(C(Cl)Cl)=N2)cc1	97	86	91	104	83	91	90	117
COc1ccc(CN(c2ccc(C)cc2)C2OC(=O)c3ccccc32)cc1OC (centres undefined)	106	100	100	94	99	84	91	90
O=C(NCc1cccnc1)c1ccc([N+](=O)[O-])o1	-4.8*	22	-20*	53	66	23	54	70
CC1=Nc2cnc(Nc3cccc(S(=O)(=O)N4CCC(O)CC4)c3)nc2Nc2ccccc21	76	72	78	50	74	62	77	76
C=C1C(=O)O[C@H]2[C@H]1CC/C(COC(=O)C(=O)c1c[nH]c3ccc(OC)cc13)=C\CC[C@@]1(C)O[C@@H]21	-71*	-7.4*	-85*	-36*	-28*	-3.0*	x	-67*
CCCCCCOC(=O)c1nn(C(C)=O)c2ccccc12	108	101	99	110	108	111	103	117
OCC(O)CS (centres undefined)	105	101	112	106	87	93	76	112
O=C(Cc1csc2[n+]1C(=O)/C(=C/c1cccc([N+](=O)[O-])c1)S2)Nc1ccccc1	78	x	95	78	x	x	88	99
Nc1nc(N)c2c(n1)NC(c1ccc(Cl)cc1)CC(c1ccc3c(c1)OCO3)=N2 (centres undefined)	94	27	39	61	54	17	x	27
CCCCCCCCCC1OC(C)C(C)O1 (centres undefined)	90	100	99	109	97	91	99	96
COc1ccc(C(=O)/C=C/c2ccc(/C=C/c3ccc(Cl)cc3)cc2)cc1	101	88	103	102	93	86	98	110
O=S(=O)(O)CCCCS(=O)(=O)c1ccccc1	90	108	99	100	102	102	101	90
COc1ccc(OC)c(-c2cc(-c3ccccc3)c3c(N)c(C(=O)c4ccccc4)sc3n2)c1	97	112	96	97	97	100	100	105
Cc1[nH]nc2c1C(c1cc3ccccc3nc1Cl)C(C#N)=C(N)O2 (centres undefined)	80	95	108	102	95	104	93	107
COc1c(N2CC3CCCNC3C2)c(F)cc2c(=O)c(C(=O)N/N=C/c3ccc(N(C)C)cc3)cn(C3CC3)c12 (centres undefined)	92	-10*	94	63	29	-34*	30	79
O=C1c2ccccc2C(=O)N1CCCCNc1ccccc1	122	149	118	31	50	x	21	x
CCC#CCn1cnc2c(OC)ncnc21	85	97	98	113	86	119	101	90
COc1ccccc1C#Cc1cccc(C#CCCCCN2CCCCC2=O)c1	101	61	140	51	25	19	86	x
Cc1ccc(Sc2nc(-c3ccccc3)oc2Sc2ccc(C)cc2)cc1	97	85	102	97	93	92	103	102
COc1ccc(Nc2ncccc2C(=O)NCc2cn(Cc3cc(OC)cc(OC)c3)nn2)cc1	82	84	106	100	83	85	x	103

Taken from above.
Under MOLT-4, C=C1C(=O)O[C@H]2[C@H]1CC/C(COC(=O)C(=O)c1c[nH]c3ccc(OC)cc13)=C\CC[C@@]1(C)O[C@@H]21 is listed with -28*
Under MDA-MB-468, CC1=Nc2cnc(Nc3cccc(S(=O)(=O)N4CCC(O)CC4)c3)nc2Nc2ccccc21 is listed with 76
Under CCRF-CEM, O=C1c2ccccc2C(=O)N1CCCCNc1ccccc1 is listed with 21

(continued)
SMILES	HOP-62	K-562	MDA-MB-435	RPMI-8226	MOLT-4	SR	CCRF-CEM	MDA-MB-468
O=C(CCc1ccco1)CCc1ccco1	105	112	111	104	95	116	91	95
COc1ccc(-c2c(NC(C)=O)noc2-c2cc(OC)c3c(c2)OCO3)cc1	111	90	104	85	84	69	93	91
CC(C)(C)n1cc(-c2ccnc(NCCNS(=O)(=O)c3ccc(F)cc3)c2)c(-c2ccccc2)n1	103	55	99	77	84	47	106	79
O=[N+]([O-])c1ccc2[nH]c(=S)sc2c1	96	110	100	78	81	92	84	98
O=C(Nc1nncs1)c1cccs1	88	96	98	100	97	98	106	93
Cc1nc2cnc(N)c(C#Cc3cncc(C(=O)Nc4ccccn4)c3)c2nc1C	109	20	89	81	66	94	93	99
CCN(CC)C(=O)c1ccc([N+](=O)[O-])cc1	98	101	103	111	95	102	98	107
OCC(O)c1ccccn1 (centres undefined)	108	164	114	120	140	x	60	97
CC(=O)Nc1c(I)c(C(=O)O)c(I)c(N(C)C(C)=O)c1I	101	121	146	99	96	104	94	103
C=C(C)[C@@H]1CC[C@]2(/C=N/Nc3ccncc3)CC[C@]3(C)[C@H](CC[C@@H]4[C@@]5(C)CCCNC(C)(C)[C@@H]5CC[C@]43C)[C@@H]12	95	7.5*	87	29	58	18	67	84
CC1=CC2(C)NC(=O)C(C)C12 (centres undefined)	97	85	108	102	88	96	96	86
O=C1CC(c2ccc3c(c2)OCCO3)c2cnn(Cc3ccco3)c2N1 (centres undefined)	92	39	39	114	95	51	126	97
COc1ccc2oc(=O)cc(/C=N\Nc3nc(-c4ccc(Cl)cc4)cs3)c2c1	80	77	103	84	84	69	88	92
O=[N+]([O-])c1ccc(OCCCBr)c(Cl)c1	107	98	92	98	90	105	102	104
COc1cc(-c2nc3ccc(-c4nnc(SCC(=O)Nc5ccc(/C(C)=N\O)cc5)o4)cc3[nH]2)cc(OC)c1OC	95	65	100	91	75	106	49	113
COc1ccc2nc(-c3ccc(Cl)cc3)cc(-c3nnc(SC/C(=N\O)c4ccccc4)n3-c3ccccc3)c2c1	109	59	83	60	47	67	59	60
COc1ccc(/C=C/C(O)CCN2CCC3CCC(C3)C2)cc1 (centres undefined)	99	102	101	107	92	98	100	117
CCOC(=O)[C@@H]1CCCN(S(=O)(=O)c2ccc(S(=O)(=O)N(CC)CC)cc2)C1	53	24	72	45	72	44	61	38
N#Cc1nnc2c(C#N)c(NC(=O)c3ccccc3)nn2c1N	96	93	102	101	103	x	101	105
COc1ccc(-n2c(-c3sc(NC(C)=O)nc3C)n[nH]c2=S)cc1	x	90	108	x	93	82	108	126
NNc1nc(-c2cc3ccccc3oc2=O)cs1	85	73	103	75	82	80	87	101
CCCSc1nc(N)nc2c1ncn2C1OC(CO)C(O)C1O (centres undefined)	108	98	110	105	105	116	126	107
CC(C)=COC(=N)C(N)=O	90	97	90	x	100	x	x	85
COc1ccc(C/C(C)=C(\c2ccc(O)cc2)c2ccc(OCCN3CCCC3)cc2)cc1	102	85	103	105	85	82	92	124
CC(=O)N(C)c1ccc2c(c1)C(=O)c1ccccc1-2	100	92	100	97	97	84	94	93
Cc1c(C(=O)NO)sc2ncnc(Nc3cccc4[nH]cnc34)c12	104	101	102	112	104	107	111	101
c1ccc2c(c1)CCCC2c1cc2ccccc2s1 (centres undefined)	92	109	101	95	103	102	110	107
CCCCCCCn1ncc2c(Nc3cccc(Br)c3)ncnc21	98	96	104	98	89	78	99	110
O/N=C/c1ccc(Cl)c(Cl)c1	109	95	117	98	85	89	113	110
CS(=O)(=O)/C(C#N)=C/c1c[nH]c2ccccc12	100	101	103	99	108	116	x	131
COc1ccc(/C=N/NC(=O)c2cnn(CC(O)c3ccccc3)c2N)cc1OC (centres undefined)	85	98	104	90	101	83	95	93
CN(C)c1cccc2c(S(=O)(=O)Nc3cccc(-c4csc(NC(=O)CCCN)n4)c3)cccc12	101	69	91	78	84	87	81	88
COc1ccc(C2=NNC(c3cc(-c4cc5ccccc5o4)n(-c4ccccc4)n3)C2)cc1 (centres undefined)	96	93	105	92	92	93	83	93
COC(=O)C(Cc1ccccc1)NC(=O)CCCNC(=O)OCc1ccccc1 (centres undefined)	95	106	101	103	101	96	101	103
CCn1c(SCC(=O)Nc2ccc(-c3nc4ccc([N+](=O)[O-])cc4[nH]3)cc2)nc2ccccc2c1=O	92	90	116	90	103	80	103	92
N#CC1C2=C(Cc3ccccc3C2)C2(C(=O)Nc3ccccc32)C(C#N)(C#N)C1N (centres undefined)	85	32	57	54	38	48	54	33
O=C(O)c1nc(=O)[nH]c(=O)[nH]1	83&106	102&102	103&114	110&102	109&106	104&100	94&104	103&102
CC(=O)OCC1OC(OC2C(COC(C)=O)OC(n3cc(COc4ccc5ccc(=O)oc5c4)nn3)C(OC(C)=O)C2OC(C)=O)C(OC(C)=O)C(OC(C)=O)C1OC(C)=O (centres undefined)	103	92	101	97	97	98	100	108
c1coc(CNc2ccnc(Nc3ccc(OCCN4CCCC4)cc3)n2)c1	90	35	93	71	75	69	77	x
CCOC(=O)c1nn(-c2ccc([N+](=O)[O-])cc2)c(=N/N=C(\C)c2c(O)c(OC)c3occc3c2OC)s1	90	92	101	97	91	96	90	105

Quoted at random: six entries already listed.
SMILES	HOP-62	K-562	MDA-MB-435	RPMI-8226	MOLT-4	SR	CCRF-CEM	MDA-MB-468
CCn1c(SCC(=O)Nc2ccc(-c3nc4ccc([N+](=O)[O-])cc4[nH]3)cc2)nc2ccccc2c1=O	92	90	116	90	103	80	103	92
CCCSc1nc(N)nc2c1ncn2C1OC(CO)C(O)C1O (centres undefined)	108	98	110	105	105	116	126	107
NNc1nc(-c2cc3ccccc3oc2=O)cs1	85	73	103	75	82	80	87	101
CC(C)=COC(=N)C(N)=O	90	97	90	x	100	x	x	85
c1ccc2c(c1)CCCC2c1cc2ccccc2s1 (centres undefined)	92	109	101	95	103	102	110	107
Cc1c(C(=O)NO)sc2ncnc(Nc3cccc4[nH]cnc34)c12	104	101	102	112	104	107	111	101

The list continues.
SMILES	HOP-62	K-562	MDA-MB-435	RPMI-8226	MOLT-4	SR	CCRF-CEM	MDA-MB-468
c1nc(SC2=NCCN2)c2[nH]cnc2n1	23	14	24	29	16	22	31	15
Cc1cc(=O)oc2cc(N(C)C)ccc12	96	76	100	38	97	138	77	67
O=C1Nc2ccc(Cl)cc2/C1=C/c1ccc[nH]1	96	100	97	101	83	50	96	-20*
COc1ccc(-c2nnc(COc3ccc(-c4nnc(N)s4)cc3)o2)cc1Cl	98	77	78	x	55	15	50	62
Oc1cccc(CN2CCOCC2)c1O	105	92	113	x	98	103	84	90
COc1ccc(-c2cc(-c3cccnc3)[nH]c(=O)c2C#N)cc1OC	96	95	109	102	88	84	86	x
CCOC(=O)N1C2CCC(C2)N1C(=O)OCC	108	95	113	101	93	101	100	105
O=C1c2cccc(S(=O)(=O)O)c2C(=O)c2cccc(Cl)c21	89	109	108	101	101	106	102	90
C=C(/C=C/[C@@H](C)[C@H]1CC[C@H]2C3=CC[C@H]4C[C@@H](O)CC[C@]4(C)[C@H]3CC[C@]12C)C(C)C	97	105	106	101	90	96	88	107
Nc1cnc(Cl)nc1N	97	101	102	109	102	107	108	106
CCCCCCSc1cc(=O)[nH]c(N)n1	92	95	108	85	60	68	75	103
C/C(=N\NC(N)=O)c1ccc(Cl)cc1	101	102	98	106	103	95	104	114
C=C(C)[C@@H]1CC[C@]2(C(=O)N[C@@H](C(=O)OC)c3ccccc3)CC[C@]3(C)[C@H](CC[C@@H]4[C@@]5(C)Cc6c([nH]c7ccccc67)C(C)(C)[C@@H]5CC[C@]43C)[C@@H]12	98	89	97	112	89	101	106	102
CNC(=O)NNC(=O)NC	99	92	115	95	103	100	92	97

One compound at a time, from the list above. Order of values: HOP-62, K-562, MDA-MB-435, RPMI-8226, MOLT-4, SR, CCRF-CEM, MDA-MB-468
`CCOC(=O)N1C2CCC(C2)N1C(=O)OCC` as listed: 108, 95, 113, 101, 93, 101, 100, 105
`CC(C)=COC(=N)C(N)=O` as listed: 90, 97, 90, x, 100, x, x, 85

High-throughput results (PubChem)
